T cruzi intra: inhibitors of intracellular Trypanosoma cruzi, primary screen, cell-based, plate reader, single point, set 2 | intracellular Trypanosoma cruzi in host cells | 4.9% of 22,000 active | AID 651903, 2012 | activity score (inhibition), % at 5.01 µM; in the data active = activity score above about 55%; inconclusive = no clear call, values can overlap the other calls;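 also: parasites and compound incubated about four days before reading; 0% = median of neutral control wells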
INS-1E rescue: protection of INS-1E cells from cytokine death, primary screen, ATP luminescence, single point | protection from cytokine-induced ATP loss, % at 10 µM | INS-1E cytokine-induced death, 48 h; normalised: neutral wells 0, positive control 100 | AID 488910, 2010 | 0.1% of 20,000 active;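 active = mean replicate protection from cytokine-induced ATP loss at least 50% and at least 75% of replicates each reaching 50%; inconclusive = meets only one of the two criteria, mean or replicate share; inactive = fails both the mean and replicate share criteria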
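Assay system – rat INS-1E insulinoma cell line · Quantity – 8000 cells per well · Buffer or medium – RPMI without phenol red, 5% FBS · Schedule – 48 h co-treatment, 10 min post-lysis read · Technique – luminescent ATP assay (CellTiter-Glo)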
* = called active by the depositor; ? = inconclusive; nt = not tested or not shown.

(1) C[C@H]1CN([C@@H](C)CO)C(=O)Cc2cc(NC(=O)c3ccncc3)ccc2O[C@H]1CN(C)S(=O)(=O)c1cccs1
(2) C[C@H](CO)N1C[C@H](C)[C@H](CN(C)S(=O)(=O)c2cccs2)Oc2ccc(NC(=O)NC3CCCCC3)cc2C1=O
(3) COc1ccc(NC(=O)N(C)C[C@@H]2Oc3c(NC(=O)C4CC4)cccc3C(=O)N([C@H](C)CO)C[C@@H]2C)cc1
(4) C[C@@H]1CCCCO[C@H](CN(C)S(=O)(=O)c2cccs2)[C@@H](C)CN([C@H](C)CO)C(=O)c2cc(NC(=O)Nc3ccc(C(F)(F)F)cc3)ccc2O1
(5) C[C@H](CO)N1C[C@H](C)[C@H](CN(C)Cc2ccc(C(=O)Nc3ccccc3N)cc2)Oc2ccc(NS(=O)(=O)c3ccc(F)cc3)cc2CC1=O
(6) C[C@H]1CN([C@@H](C)CO)C(=O)c2cc(NC(=O)Nc3ccccc3)ccc2O[C@H]1CN(C)C(=O)Nc1ccc(F)cc1
(7) C[C@H]1CN([C@@H](C)CO)C(=O)CCCn2nncc2CO[C@@H]1CN(C)Cc1ccc(C(=O)O)cc1
(8) COc1ccc(S(=O)(=O)Nc2cccc3c2O[C@@H](CN(C)C(=O)NC2CCCCC2)[C@H](C)CN([C@@H](C)CO)C3=O)cc1
Compound | 1 | 2 | 3 | 4 | 5 | 6 | 7 | 8
T cruzi intra | -6 | -3 | -8 | 62* | 64* | -9 | -10 | -6
INS-1E rescue | 4 | nt | 14 | -15 | ? | -4 | nt | 9

(9) Cc1noc(C)c1S(=O)(=O)Nc1ccc2c(c1)C(=O)N([C@H](C)CO)C[C@H](C)[C@H](CN(C)C(=O)Nc1ccc(C(F)(F)F)cc1)OCCCC[C@@H](C)O2
(10) C[C@H]1CN([C@@H](C)CO)C(=O)CCCn2cc(nn2)CO[C@H]1CN(C)Cc1ccccc1C(=O)O
(11) C[C@@H]1CN([C@H](C)CO)C(=O)c2cc(NS(=O)(=O)c3ccccc3)ccc2O[C@@H]1CN(C)S(=O)(=O)c1ccc(F)cc1
(12) C[C@@H]1CN([C@H](C)CO)C(=O)c2cccc(NC(=O)Nc3ccc(C(F)(F)F)cc3)c2O[C@H]1CN(C)Cc1ccc(-c2ccccc2)cc1
(13) O=C(O)CCCCCC(=O)N/N=C/c1ccc[nH]1
(14) COc1ccc(CN(C)C[C@H]2Oc3c(NC(=O)C4CCCCC4)cccc3C(=O)N([C@H](C)CO)C[C@H]2C)cc1
(15) C[C@@H]1CN([C@H](C)CO)C(=O)Cc2cc(NC(=O)C3CCCCC3)ccc2O[C@H]1CN(C)S(=O)(=O)c1ccc(F)cc1
(16) C[C@@H]1CCCCO[C@H](CN(C)S(=O)(=O)c2ccccc2)[C@@H](C)CN([C@H](C)CO)C(=O)c2cc(NC(=O)CCCCCC(=O)Nc3ccccc3N)ccc2O1
Compound | 9 | 10 | 11 | 12 | 13 | 14 | 15 | 16
T cruzi intra | 58* | -12 | 8 | -17 | -2 | -10 | 1 | -8
INS-1E rescue | 4 | 2 | -4 | -45 | 10 | -1 | 3 | 0

(17) C[C@@H]1CN([C@@H](C)CO)C(=O)c2cccc(NS(=O)(=O)c3ccccc3)c2O[C@H]1CN(C)Cc1ccc(-c2ccccc2)cc1
(18) O=C(CCCCCCC(=O)Nc1ccccc1O)N/N=C/c1ccc(O)c2ccccc12
(19) COc1ccc(NC(=O)Nc2ccc3c(c2)C(=O)N([C@@H](C)CO)C[C@@H](C)[C@@H](CN(C)C(=O)Nc2c(C)noc2C)O3)cc1
(20) C[C@H](CO)N1C[C@H](C)[C@H](CN(C)Cc2ccccc2)Oc2ccc(N(C)C)cc2CC1=O
(21) Cc1cc(C(=O)Nc2cccc3c2O[C@H](CN(C)S(C)(=O)=O)[C@H](C)CN([C@@H](C)CO)C3=O)n(C)n1
(22) O=C(O)CCCCCC(=O)N/N=C/c1ccncc1Br
(23) C[C@@H]1CN([C@H](C)CO)C(=O)Cc2cc(NC(=O)Nc3cccc4ccccc34)ccc2O[C@H]1CN(C)CC1CCCCC1
(24) COc1ccc(NC(=O)Nc2ccc3c(c2)C(=O)N([C@@H](C)CO)C[C@H](C)[C@H](CN(C)CC2CCCCC2)O3)cc1
Compound | 17 | 18 | 19 | 20 | 21 | 22 | 23 | 24
T cruzi intra | 44 | -3 | -15 | 4 | -16 | -14 | 68* | -14
INS-1E rescue | -2 | -1 | 7 | -2 | 2 | 16 | 1 | 3

(25) C[C@@H]1CN([C@H](C)CO)C(=O)c2cc(NS(=O)(=O)c3ccc(F)cc3)ccc2O[C@H]1CN(C)CC1CC1
(26) COc1ccc(S(=O)(=O)Nc2cccc3c2O[C@@H](CN(C)S(=O)(=O)c2cn(C)cn2)[C@@H](C)CN([C@H](C)CO)C3=O)cc1
(27) Cc1noc(C)c1S(=O)(=O)Nc1ccc2c(c1)C(=O)N([C@H](C)CO)C[C@H](C)[C@@H](CN(C)S(=O)(=O)c1ccc(F)cc1)O2
(28) COc1ccc(NC(=O)N(C)C[C@@H]2Oc3c(NS(=O)(=O)c4cccs4)cccc3C(=O)N([C@H](C)CO)C[C@@H]2C)cc1
(29) COc1ccc(S(=O)(=O)N(C)C[C@@H]2Oc3ccc(NC(=O)Nc4ccc5c(c4)OCO5)cc3CC(=O)N([C@H](C)CO)C[C@H]2C)cc1
(30) CC(C)NC(=O)Nc1ccc2c(c1)C(=O)N([C@H](C)CO)C[C@H](C)[C@H](CN(C)S(C)(=O)=O)OCCCC[C@@H](C)O2
(31) C[C@H]1CN([C@@H](C)CO)C(=O)c2cc(NC(=O)Nc3ccc(C(F)(F)F)cc3)ccc2O[C@@H]1CN(C)S(C)(=O)=O
(32) C[C@@H]1CN([C@H](C)CO)C(=O)c2cc(NC(=O)Cc3ccccc3)ccc2O[C@H]1CN(C)C(=O)NC1CCCCC1
Compound | 25 | 26 | 27 | 28 | 29 | 30 | 31 | 32
T cruzi intra | 7 | -16 | -9 | 1 | -13 | -3 | -18 | -10
INS-1E rescue | 1 | 3 | -3 | 2 | 7 | 3 | -3 | 2

(33) Cc1noc(C)c1NC(=O)Nc1ccc2c(c1)C(=O)N([C@H](C)CO)C[C@H](C)[C@@H](CN(C)C(=O)c1ccccc1)OCCCC[C@@H](C)O2
(34) C[C@@H]1CN([C@H](C)CO)C(=O)c2cc(NC(=O)C3CC3)ccc2O[C@H]1CN(C)CC1CCCCC1
(35) C[C@@H]1CN([C@H](C)CO)C(=O)Cc2cc(NS(C)(=O)=O)ccc2O[C@@H]1CN(C)Cc1ccncc1
(36) COc1ccc(S(=O)(=O)N(C)C[C@@H]2Oc3ccc(NC(=O)C4CC4)cc3C(=O)N([C@@H](C)CO)C[C@@H]2C)cc1
(37) Cc1ccc(S(=O)(=O)N(C)C[C@H]2Oc3c(NC(=O)C4CCCCC4)cccc3C(=O)N([C@@H](C)CO)C[C@@H]2C)cc1
(38) C[C@H](CO)N1C[C@H](C)[C@H](CN(C)S(C)(=O)=O)Oc2c(NC(=O)Nc3ccccc3)cccc2C1=O
(39) COc1ccc(CN(C)C[C@H]2Oc3c(NS(=O)(=O)c4ccc(Cl)cc4)cccc3C(=O)N([C@H](C)CO)C[C@H]2C)cc1
(40) CNC[C@H]1Oc2ccc(NC(=O)c3ccncc3)cc2C(=O)N([C@@H](C)CO)C[C@H]1C
Compound | 33 | 34 | 35 | 36 | 37 | 38 | 39 | 40
T cruzi intra | -9 | -3 | -34 | 8 | -4 | -23 | -27 | -19
INS-1E rescue | -5 | 2 | 17 | -1 | -5 | 3 | -8 | 6

Laid out differently: entries from further up
#	SMILES	T cruzi intra	INS-1E rescue
33	Cc1noc(C)c1NC(=O)Nc1ccc2c(c1)C(=O)N([C@H](C)CO)C[C@H](C)[C@@H](CN(C)C(=O)c1ccccc1)OCCCC[C@@H](C)O2	-9	-5
34	C[C@@H]1CN([C@H](C)CO)C(=O)c2cc(NC(=O)C3CC3)ccc2O[C@H]1CN(C)CC1CCCCC1	-3	2
35	C[C@@H]1CN([C@H](C)CO)C(=O)Cc2cc(NS(C)(=O)=O)ccc2O[C@@H]1CN(C)Cc1ccncc1	-34	17

Later entries:
(41) O=C(O)CCCCCCC(=O)N/N=C/c1ccc(Br)s1
(42) COc1ccc(NC(=O)N(C)C[C@H]2Oc3ccc(NC(=O)Nc4ccc(F)cc4)cc3C(=O)N([C@@H](C)CO)C[C@H]2C)cc1
(43) Cc1ccc(S(=O)(=O)N(C)C[C@@H]2Oc3c(NS(=O)(=O)c4c(C)noc4C)cccc3C(=O)N([C@@H](C)CO)C[C@@H]2C)cc1
(44) COc1ccc(NC(=O)Nc2cccc3c2O[C@H](CN(C)C(=O)Nc2c(C)noc2C)[C@@H](C)CN([C@H](C)CO)C3=O)cc1
(45) C[C@@H]1CN([C@H](C)CO)C(=O)Cc2cc(NC(=O)Cn3cnnn3)ccc2O[C@H]1CN(C)CC1CC1
(46) C[C@H](CO)N1C[C@H](C)[C@@H](CN(C)S(C)(=O)=O)Oc2c(NC(=O)NC3CCCCC3)cccc2C1=O
(47) O=C(N/N=C/C(Br)=C/c1ccccc1)c1ccccn1
(48) Cc1noc(C)c1S(=O)(=O)Nc1ccc2c(c1)CC(=O)N([C@H](C)CO)C[C@@H](C)[C@@H](CN(C)C(=O)NC1CCCCC1)O2
Compound | 41 | 42 | 43 | 44 | 45 | 46 | 47 | 48
T cruzi intra | -9 | 7 | -82 | 23 | -27 | -20 | -67 | 7
INS-1E rescue | 6 | -7 | -2 | 8 | 1 | 3 | 17 | -1

(49) CC(C)NC(=O)N(C)C[C@H]1Oc2ccc(NC(=O)c3ccncc3)cc2C(=O)N([C@@H](C)CO)C[C@H]1C
(50) C[C@@H]1CN([C@H](C)CO)C(=O)c2cc(NC(=O)Nc3ccc(C(F)(F)F)cc3)ccc2O[C@H]1CN(C)C
(51) C[C@H]1CN([C@@H](C)CO)C(=O)CCCn2cc(nn2)CO[C@H]1CN(C)S(=O)(=O)c1ccc(Oc2ccccc2)cc1
(52) CNC[C@H]1Oc2ccc(NC(=O)Cc3ccccc3)cc2C(=O)N([C@H](C)CO)C[C@H]1C
(53) Cc1cccc(CN(C)C[C@H]2OCc3cnnn3CCCC(=O)N([C@@H](C)CO)C[C@H]2C)c1
(54) O=C(N=NC=C1C=CN(O)C=C1)c1ccccn1
(55) C[C@@H]1CN([C@H](C)CO)C(=O)c2cccc(NC(=O)C3CC3)c2O[C@@H]1CN(C)C(=O)NC1CCCCC1
(56) C[C@H]1CN([C@@H](C)CO)C(=O)Cc2cc(NC(=O)C3CC3)ccc2O[C@@H]1CN(C)C(=O)Nc1ccccc1
Compound | 49 | 50 | 51 | 52 | 53 | 54 | 55 | 56
T cruzi intra | -1 | -2 | -16 | -25 | 7 | -33 | -4 | -5
INS-1E rescue | 3 | nt | nt | 5 | nt | -4 | 6 | 4

(57) C[C@H]1CN([C@@H](C)CO)C(=O)Cc2cc(NC(=O)NC3CCCCC3)ccc2O[C@H]1CN(C)Cc1ccc(Oc2ccccc2)cc1
(58) CC(C)NC(=O)N(C)C[C@@H]1Oc2ccc(NC(=O)Cn3cnnn3)cc2C(=O)N([C@@H](C)CO)C[C@@H]1C
(59) C[C@@H]1CN([C@@H](C)CO)C(=O)c2cccc(NS(C)(=O)=O)c2O[C@@H]1CN(C)C(=O)Nc1ccc2c(c1)OCO2
(60) C[C@@H]1CN([C@H](C)CO)C(=O)CCCn2cc(nn2)CO[C@H]1CN(C)S(=O)(=O)c1ccc(-n2cccn2)cc1
(61) CN(CCO)c1ccc(/C=N/NC(=O)c2ccccc2O)cc1
(62) C[C@H](CO)N1C[C@H](C)[C@@H](CN(C)C(=O)Nc2ccc3c(c2)OCO3)Oc2ccc(NC(=O)Nc3ccc(F)cc3)cc2C1=O
(63) Cc1noc(C)c1S(=O)(=O)Nc1ccc2c(c1)CC(=O)N([C@H](C)CO)C[C@@H](C)[C@H](CN(C)S(=O)(=O)c1ccccc1)O2
(64) COc1ccc(CN(C)C[C@H]2OCCCC[C@@H](C)Oc3ccc(NC(=O)CCCCCC(=O)Nc4ccccc4N)cc3C(=O)N([C@H](C)CO)C[C@@H]2C)cc1
Compound | 57 | 58 | 59 | 60 | 61 | 62 | 63 | 64
T cruzi intra | ? | -7 | -18 | 2 | -3 | -3 | -24 | -28
INS-1E rescue | -74 | 1 | 14 | nt | -32 | -6 | 13 | 7

(65) Cc1noc(C)c1S(=O)(=O)Nc1ccc2c(c1)C(=O)N([C@@H](C)CO)C[C@H](C)[C@H](CN(C)C(=O)NC1CCCCC1)O2
(66) C[C@@H]1CN([C@H](C)CO)C(=O)Cc2cc(NC(=O)CCN3CCOCC3)ccc2O[C@@H]1CN(C)Cc1ccc2c(c1)OCO2
(67) Cc1noc(C)c1S(=O)(=O)Nc1ccc2c(c1)C(=O)N([C@@H](C)CO)C[C@@H](C)[C@H](CN(C)C(=O)Nc1ccc3c(c1)OCO3)O2
(68) C[C@@H]1CN([C@@H](C)CO)C(=O)CCCn2nncc2CO[C@@H]1CN(C)C(=O)NC1CCCCC1
(69) C[C@H](CO)N1C[C@H](C)[C@@H](CN(C)C(=O)NC2CCCCC2)Oc2ccc(NC(=O)Cn3cnnn3)cc2C1=O
Compound | 65 | 66 | 67 | 68 | 69
T cruzi intra | 12 | 9 | 12 | -11 | -27
INS-1E rescue | 4 | -2 | 4 | 5 | 5

Screening data from PubChem BioAssay.
